inhibitors of VEEV – inhibitors of VEEV TC-83 cytopathic effect, confirmation, Vero cells (AID 588727). hit rate 0.13% among 350,000. inhibition, % at 20 µM; hits with a dose series show IC50 in µM. Vero cells, VEEV TC-83 cytopathic effect inhibition; higher % means a stronger effect; in the data active = a potency from the dose series; inconclusive = inhibition mostly from about 14% at the one dose, without a potency; inactive = the rest, 99 in 100 with inhibition below about 12%; note: strong numbers were not always called active
Salmonella PhoP GFP – Inhibition of PhoP regulon, Salmonella typhi GFP reporter cells, confirmation, 4 h (AID 1850); Salmonella Typhi PhoP-promoter GFP reporter, fluorescence, 4 h; higher % means a stronger effect; one-dose inhibition, % at 50 µM; IC50 in µM for titrated hits; hit rate 0.33% among 310,000; in the data active = a potency from the dose series; inconclusive = inhibition mostly from about 25% at the one dose, without a potency; inactive = the rest, 99 in 100 with inhibition below about 19%;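 note: 0% = induced wells with vehicle and 100% = uninduced wells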
H37Rv inhibition – M. tuberculosis growth inhibition, HTS (AID 449762) | hit rate 0.59% among 330,000 | one-dose inhibition, % at 25 µM; IC50 in µM for titrated hits | M. tuberculosis H37Rv growth inhibition, 7H9 media; higher % means a stronger effect; in the data active = a potency from the dose series; inconclusive = inhibition above about 70% without an active follow-up result;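 note: bacterial growth assessed after seven days of incubation; strong numbers were not always called active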
tuberculosis growth – growth inhibition of non-replicating M. tuberculosis (AID 488890); Mycobacterium tuberculosis non-replicating, growth inhibition; higher % means a stronger effect; one-dose inhibition, % at 25 µM; IC50 in µM for titrated hits; hit rate 0.39% among 320,000; in the data active = a potency from the dose series; inconclusive = inhibition mostly from about 82% at the one dose, without a potency; inactive = the rest, 99 in 100 with inhibition below about 76%;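 note: plate controls were DMSO cells for no effect and high antibiotic wells for full effect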
influenza NS1A – NS1A inhibition, H1N1 influenza, cell based functional assay (AID 504329); inhibition, % at 12.5 µM, or IC50 in µM where a hit was titrated; hit rate 0.3% among 340,000; NS1A functional cell-based assay, percent inhibition; higher % means a stronger effect; in the data active = a potency from the dose series; inconclusive = inhibition above about 27% without an active follow-up result; note: strong numbers were not always called active
inhibitors of VEEV 10K pilot screen – recorded beside inhibitors of VEEV, whose call it bears; inhibition, %; measured here: 10K pilot screen inhibition
* marks the source's active call; other numbers are inactive results; i = inactive; ? = inconclusive; · = not tested or not shown.

SMILES	inhibitors of VEEV	Salmonella PhoP GFP	H37Rv inhibition	tuberculosis growth	influenza NS1A	others
O=C(COC(=O)c1cc(F)cc(F)c1)NCCCc1ccccc1	0.1%	-16%	4%	73%	-2%
N#CC1c2ccccc2-n2nncc2CN1S(=O)(=O)c1cc(Cl)cc(Cl)c1 (stereo unspecified)	0.2%	·	·	·	-5%
Cc1ccc(C)c(SCC(=O)OCC(=O)c2ccco2)c1	1.0%	16%	-4%	70%	-4%
CCn1c(=O)n(CC)c2cc(N3CCCC3)c(NC(=O)c3ccccc3OC)cc21	5.3%	-17%	?	13%	-2%
CC=CC1OCC(CC)C(CCC)O1 (stereo unspecified)	i	·	·	·	-14%
CC1CCCCN1S(=O)(=O)c1ccc(S(=O)(=O)N(Cc2ccccc2)Cc2ccco2)cc1 (stereo unspecified)	1.6%	-3%	17%	11%	-6%
CC(C)(C)NC(=O)NC(=O)COC(=O)c1cccc(F)c1	0.5%	-6%	0%	72%	8%
CC(CC(=O)Nc1nc2ccccc2[nH]1)c1ccccc1 (stereo unspecified)	11%	-1%	?	?	-19%
CCCc1ccc(-c2ccc(/C=C/C(=O)O)cc2)nc1	1.0%	-14%	?	?	-7%
COc1cccc(C2NC(=O)N(CCCC(=O)O)C(C)=C2C(=O)OCc2ccccc2)c1 (stereo unspecified)	·	15%	-8%	-1%	·
O=C(CSc1nnc(-c2ccco2)n1-c1ccccc1)NCC1CCCO1 (stereo unspecified)	i	-8%	3%	7%	-7%
CC(=O)N(\C=C/C=C/C=C1\Sc2ccccc2C1=O)c1ccccc1	?	1%	-2%	60%	16%
O=C(Nc1cccc(C(=O)O)c1)/C(=C/c1ccc([N+](=O)[O-])cc1)NC(=O)c1ccccc1	3.1%	4%	9%	5%	2%
CCn1c(SCC(=O)NCc2ccc3c(c2)OCO3)nnc1-c1c[nH]c2ccccc12	2.6%	-4%	-7%	1%	-21%
COc1ccc(Cl)cc1N=Cc1c(O)c2ccccc2oc1=O	0.2%	-11%	7%	i	1%
O=C(NCc1ccc2c(c1)OCO2)c1c(-c2ccsc2)sc2ccccc12	3.5%	·	2%	-6%	6%
Cc1c(NS(=O)(=O)c2cc(C(=O)NCc3cccc(Cl)c3)ccc2Cl)c(=O)n(-c2ccccc2)n1C	8.9%	·	·	·	-7%
COc1ccc(CNc2oc(C)nc2C#N)cc1	i	5%	-7%	9%	-9%
COCCNc1nc2nonc2nc1N1CCCC1c1nccs1 (stereo unspecified)	i	-13%	-6%	6%	-1%
Cc1cc(N2C(=O)C3C4C=CC(C4)C3C2=O)ccc1Br (stereo unspecified)	6.2%	-7%	-4%	7%	9%
CCOC(=O)N1CCN(Cc2nc3c(c(=O)n(C)c(=O)n3C)n2Cc2ccccc2C)CC1	1.3%	2%	-3%	8%	5%
CN1C(=O)CC(N2CCN(C(c3ccccc3)c3ccccc3)CC2)C1=O (stereo unspecified)	2.4%	6%	-14%	51%	1%	inhibitors of VEEV 10K pilot screen=1.6
O=C(CNC(=O)c1cccs1)NC1=NCCS1	1.1%	5%	-4%	-2%	-1%
CCOc1ccc(NC(=O)CNC(=O)c2nn(-c3ccc(OC)cc3)c(=O)c3ccccc23)cc1	13%	-11%	15%	-42%	8%
Cc1cc(C)nc(NC(=NCCc2c[nH]c3ccccc23)NC(=O)Nc2ccc(Cl)c(Cl)c2)n1	8.6%	0%	5%	28%	2%
CCS(=O)(=O)Nc1ccc(C2=NN(S(C)(=O)=O)C(c3cccs3)C2)cc1 (stereo unspecified)	1.8%	-9%	6%	14%	5%
N#Cc1c(C(F)(F)F)cc(-c2ccccc2)nc1SCC(=O)Nc1sc2c(c1C#N)CCC2	1.1%	-7%	5%	-5%	-3%
Nc1cc(=O)[nH]c(=O)n1Cc1ccco1	3.0%	2%	-5%	0%	2%
COc1ccccc1C(C)NS(=O)(=O)c1ccc(Cl)nc1 (stereo unspecified)	4.9%	-1%	0%	3%	-6%
Cc1ccc(C(C)NC(=O)Cn2nc(C)c([N+](=O)[O-])c2C)cc1 (stereo unspecified)	i	-6%	-1%	24%	-10%
COC(=O)N1C(=O)[C@](c2ccc(Cl)cc2)(C(C)C)N1C(=O)OC	2.5%	-15%	2%	22%	-12%
O=C(NCC1CCCO1)C(=O)NCC1CCCN1S(=O)(=O)c1ccccc1 (stereo unspecified)	8.7%	0%	-8%	7%	-5%
CC(=O)c1ccc(OC(NC(=O)Cc2ccccc2)C(Cl)(Cl)Cl)cc1 (stereo unspecified)	0.5%	-8%	7%	-5%	-1%
CC(C)(C)SC(=O)C[C@@H]1NS(=O)(=O)OC2CCCCC21 (stereo partly specified)	0.3%	3%	-3%	44%	1%
Cc1ccc(S(=O)(=O)N2CCN(CC(=O)N/N=C/c3ccc(C)o3)CC2)cc1	1.0%	-2%	-4%	-2%	0%
Cc1cccc(OCC(=O)NNC(=O)c2ccc([N+](=O)[O-])cc2)c1	0.2%	1%	3%	29%	-10%
O=C(O)CCC(=O)N1N=C(c2ccc(Br)cc2)CC1c1ccc(Br)cc1 (stereo unspecified)	0.4%	-3%	1%	28%	-28%
O=C(/C=C/c1cccc(F)c1)OCC(=O)N1CCCC1	i	·	-7%	-6%	6%
Cn1c(=O)c2[nH]c(CCCc3nc4ccccc4[nH]3)nc2n(C)c1=O	1.4%	·	·	·	3%
COC(=O)c1cc(C(=O)OCC(=O)Nc2ccc(N3CCOCC3)cc2)cc([N+](=O)[O-])c1	1.5%	·	3%	9%	-7%
Cc1ccc(CCNC(=O)C2CCN(S(=O)(=O)c3ccc4nc5c(c(C(=O)O)c4c3)CCCC5)CC2)cc1	4.3%	-1%	-1%	4%	-3%
CCOc1ccc2oc(C(=O)OCC(=O)NC3CC3)c(C)c2c1	0.9%	-3%	2%	2%	2%
Cc1nc(NCCc2ccc(F)cc2)c2nnn(Cc3ccccc3)c2n1	0.1%	10%	0%	6%	-5%
O=C(CSc1nnc(Cc2cccs2)n1-c1ccccc1)NCc1ccc2c(c1)OCO2	1.5%	-5%	-7%	16%	5%
CCNC(=S)NNC(=O)CSc1nc2ccccc2n1C	0.7%	4%	4%	0%	-19%
COc1ccc(S(=O)(=O)N2CCCCC2)cc1NC(=O)c1ccc(C)cc1	i	·	3%	0%	-10%
COc1ccc(OC)c(NC(=O)CSc2n[nH]c(-c3cccnc3)n2)c1	i	-9%	-7%	-4%	-2%
CCOc1ccc(S(=O)(=O)N2CCN(Cc3ccc4c(c3)OCO4)CC2)cc1Cl	0.8%	15%	1%	4%	-1%
COC(=O)[C@]1(Cc2ccccc2)N[C@H](CN(C)S(=O)(=O)c2ccc(C)cc2)[C@@H]2C(=O)N(Cc3ccccc3)C(=O)[C@@H]21	6.6%	·	-1%	-9%	15%
O=[N+]([O-])c1ccc(N2CCN(c3ccccc3Cl)CC2)cn1	0.8%	-1%	2%	17%	1%
CCOc1cc2[nH]c(=S)n(CCCC(=O)NCc3ccccn3)c(=O)c2cc1OCC	13%	-8%	0%	-32%	-3%
COC(=O)CSc1ccc2nnc(CCNS(=O)(=O)c3ccccc3)n2n1	1.5%	3%	0%	-1%	-2%
O=C(N/N=C/c1ccc(OCC2COCCO2)cc1)c1ccc(Br)cc1 (stereo unspecified)	0.9%	-7%	-1%	8%	-4%
CC(C)(C)C(=O)Nc1nc2c(c(=O)[nH]1)CCCC2	i	5%	-2%	-5%	-12%
O=C(NCCCn1ccnc1)C1CCCN(S(=O)(=O)c2ccc(F)cc2)C1 (stereo unspecified)	1.1%	-11%	6%	-8%	8%
CSc1cccc(CN2CCCC(CNC(=O)c3ccc(F)cc3)C2)c1 (stereo unspecified)	i	-8%	8%	9%	-3%
COc1cccc(C(Nc2ccccn2)c2oc(CO)cc(=O)c2O)c1 (stereo unspecified)	1.4%	-2%	3%	·	6%
O=C(NC1CCCN(c2ccc(C(F)(F)F)cn2)C1)c1ccncc1 (stereo unspecified)	0.9%	3%	8%	-2%	-14%
Cn1c(COc2ccccc2)nnc1SCC(=O)NC1CCCC1	i	10%	6%	-1%	4%
CCC(C)n1c(=S)[nH]c2c(sc3ccc([N+](=O)[O-])cc32)c1=O (stereo unspecified)	0.5%	-18%	-3%	-3%	-2%

Reprinted at random: 3 records from the list
SMILES	inhibitors of VEEV	Salmonella PhoP GFP	H37Rv inhibition	tuberculosis growth	influenza NS1A	others
COC(=O)[C@]1(Cc2ccccc2)N[C@H](CN(C)S(=O)(=O)c2ccc(C)cc2)[C@@H]2C(=O)N(Cc3ccccc3)C(=O)[C@@H]21	6.6%	·	-1%	-9%	15%
Cc1nc(NCCc2ccc(F)cc2)c2nnn(Cc3ccccc3)c2n1	0.1%	10%	0%	6%	-5%
CCOc1cc2[nH]c(=S)n(CCCC(=O)NCc3ccccn3)c(=O)c2cc1OCC	13%	-8%	0%	-32%	-3%

Further records:
SMILES	inhibitors of VEEV	Salmonella PhoP GFP	H37Rv inhibition	tuberculosis growth	influenza NS1A	others
COc1cc(-c2nc(S(=O)(=O)c3ccc(C)cc3)c(N3CCOCC3)o2)cc(OC)c1OC	2.0%	-5%	53%	?	-21%
Cn1c(=O)n(C)c2cc(NC(=O)COc3ccccc3)ccc21	i	12%	-8%	62%	-4%
Cc1cc(C)cc(-n2c(N)c(C(=O)Nc3c(C)n(C)n(-c4ccccc4)c3=O)c3nc4ccccc4nc32)c1	2.3%	-14%	70%	14%	1%	inhibitors of VEEV 10K pilot screen=0.1
CC(NC(=O)c1cccnc1)C(c1ccccc1)N1CCN(C)CC1 (stereo unspecified)	3.8%	6%	·	·	7%
O=C(COC(=O)COc1ccc(Br)cc1)Nc1cccnc1Cl	1.1%	-4%	6%	21%	-3%
COc1ccc(C2=NOC(Cn3nc(C(=O)NCc4cccs4)cc3-c3ccccc3)C2)cc1 (stereo unspecified)	5.8%	7%	43%	20%	1%
CCCCn1c(NCc2ccc3c(c2)OCO3)nc2ccccc21	0.1%	6%	19µM*	?	-2%
COc1cccc(CN(C(=O)c2cccc(OC)c2)C2CCS(=O)(=O)C2)c1 (stereo unspecified)	0.7%	2%	4%	-10%	-2%
Cc1cc(C)n2ncc(C(=O)NCc3ccccc3)c2n1	i	-2%	-10%	12%	9%
CCNS(=O)(=O)c1c(C)cc(N2CCCC2=O)cc1C	1.5%	-10%	-9%	-7%	-3%	inhibitors of VEEV 10K pilot screen=0.3
NC(=O)c1cc(S(=O)(=O)NCc2cccc(Br)c2)cs1	i	5%	0%	-1%	-2%
COc1ccc(NC(=O)CSc2nnc(-c3cccs3)n2C)cc1OC	0.6%	10%	-10%	-18%	2%
Cc1cc(NC(=O)C2CCCCC2)nc2c1c(=O)oc1ccccc12	7.3%	3%	12%	22%	-10%
Cc1ccc(NC(=O)COC(=O)CN2C(=O)C3CCCCC3C2=O)cc1C (stereo unspecified)	i	·	0%	-8%	-12%
O=C(NC1CCCCC1)C(c1ccccn1)N(C(=O)c1csnn1)c1ccccc1F (stereo unspecified)	0.3%	5%	1%	21%	-1%
Cc1ccccc1NC(=O)C1Cc2ccccc2CN1C(=O)OCc1ccccc1 (stereo unspecified)	7.4%	-8%	-1%	19%	1%
Cc1ccnc2nc(C(=O)OC(C)C(=O)NCc3ccccc3)nn12 (stereo unspecified)	0.6%	·	5%	-2%	-2%
CN(C)CCCn1c(=S)[nH]c2ccccc2c1=O	0.1%	13%	0%	-7%	-5%
Cn1c(C(=O)Nc2ccc(Cl)cc2)cc2cc(Cl)ccc21	2.4%	-6%	6%	18%	17%
CC(C)(C)c1ccc(S(=O)(=O)C(C)(C)C)cc1	1.8%	-6%	2%	-1%	-22%
O=C(O)c1ccc2nnn(O)c2c1	i	-9%	-3%	-1%	3%
O=c1[nH]n2c(=O)c3c([nH]c2c1N=Nc1ccccc1)CCC3	0.9%	-9%	69%	-14%	10%	inhibitors of VEEV 10K pilot screen=1.4
Cc1ccsc1C(C(=O)NC(C)(C)C)N(C(=O)c1csnn1)c1ccccc1 (stereo unspecified)	i	4%	9%	9%	-11%
NC(=O)CC(NC(=O)Cc1ccc(Br)cc1)c1ccc(N2CCN(c3ccccc3)CC2)c([N+](=O)[O-])c1 (stereo unspecified)	9.8%	-3%	3%	-19%	-2%
O=C(c1ccco1)c1cc2c(ccc3ccccc32)oc1=O	2.1%	-6%	?	7%	0%	inhibitors of VEEV 10K pilot screen=1.7

A run of entries from further up, for reference:
SMILES	inhibitors of VEEV	Salmonella PhoP GFP	H37Rv inhibition	tuberculosis growth	influenza NS1A	others
Cc1ccsc1C(C(=O)NC(C)(C)C)N(C(=O)c1csnn1)c1ccccc1 (stereo unspecified)	i	4%	9%	9%	-11%
NC(=O)CC(NC(=O)Cc1ccc(Br)cc1)c1ccc(N2CCN(c3ccccc3)CC2)c([N+](=O)[O-])c1 (stereo unspecified)	9.8%	-3%	3%	-19%	-2%
O=C(c1ccco1)c1cc2c(ccc3ccccc32)oc1=O	2.1%	-6%	?	7%	0%	inhibitors of VEEV 10K pilot screen=1.7
